TWEAK Fn14 block – TWEAK-Fn14 signaling inhibition; TWEAK-stimulated Fn14 reporter cells, luciferase luminescence, 8 h; AID 1159606; inhibition, % at 10 µM; 360,000 tested, 2% active; in the data active means inhibition above about 50%
TRPM1 prom inh – MITF TRPM1 promoter inhibition in SK-MEL-5 cells. SK-MEL-5 TRPM1 promoter luciferase, 24 h. AID 488899. inhibition, % at 12.5 µM. 330,000 tested, 0.83% active;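 active means mean inhibition across replicates of 60% or more, whatever share of single replicates reaches that level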; further: values of inactives mirror those of a sister screen read the other way
HIF-2a inh – inhibitors of HIF-2a; 786-0 RCC cells HIF-2a reporter, luciferase luminescence, overnight; inhibition, % at 18.8 µM; 360,000 tested, 0.72% active;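 active means inhibition of the luminescence signal of 40% or more relative to plate controls, in a single-dose primary screen at 18.75 µM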
Shn3 inh set2 – Schnurri-3 reporter inhibition in Clone20 osteoblasts. 360,000 tested, 0.52% active. inhibition, % at 12.5 µM. Clone20 osteoblast Shn3 3'UTR firefly luciferase, 24 h;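 active means mean inhibition of at least 75% with every replicate also reaching 75%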;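 further: 0% = median of neutral control wells and 100% = pilot-screen positive control compound; some compounds past the cut are filed as inactive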
CF NFkB inh – inhibitors of cystic fibrosis induced NF-kB; KKLEB NF-kB-GFP reporter, PAF-induced, GFP fluorescence overnight; inhibition, % at 5 µM; 360,000 tested, 0.86% active;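 active means at least 50% inhibition at 5 µM, scaled per plate between neutral and stimulator controls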;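 further: PAF is a Pseudomonas aeruginosa culture filtrate used as stimulus; plate controls were PAF-stimulated DMSO wells for no effect and unstimulated DMSO wells for full effect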
hiPSC survival – increases survival of single human iPS cells | hiPSC single-cell survival, ATPlite luminescence; 100% = ROCK inhibitor wells, 0% = DMSO | survival enhancement, % at 20 µM | 360,000 tested, 0.044% active; in the data active means survival enhancement above about 18%;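 further: cells exposed to compounds for 16 hours before the ATP read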
Peg3 prom inh – inhibitors of Peg3 promoter. inhibition, % at 20 µM. HeLa PEG-Prom luciferase reporter, luminescence, overnight. 360,000 tested, 1.7% active;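 active means inhibition of at least 50% at 20 µM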
aDG glyco act – increases alpha dystroglycan glycosylation. Pro5-aDG cells, alpha-DG glycosylation AlphaScreen (IIH6); 0% Pro5, 100% B10-LARGE cell signal. activation, % at 10 µM. 360,000 tested, 0.22% active. AID 624168;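 active means activation of at least 8% versus controls, or a plate z-score of at least 8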;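 further: Pro5 are CHO cells carrying HIG-tagged alpha-DG that lacks glycosylation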
NR2E3 ag-1 – NR2E3 (human) agonism; GST-NR2E3/biotin-RetCOR TR-FRET, 1536-well; inhibition of corepressor binding, % at 4.78 µM; 320,000 tested, 0.12% active; AID 2300;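 active means percent inhibition above the cutoff of mean plus 3 SD of all tested compounds, set per screening campaign, cut at about 20% in these data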;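 further: 0% = DMSO wells and 100% = biotin wells as full block of FRET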
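System: GST-tagged NR2E3 plus biotinylated RetCOR corepressor; Buffer or medium: pH 7.5 Tris-based buffer; Probe or stimulus: RetCOR corepressor, biotinylated, 7 nM; Doses: compound at 4.8 µM, single dose; Schedule: 5 h incubation at 4 °C; Technique: time-resolved FRET; Evaluation: percent inhibition of TR-FRET ratio; Replication: one well per compound, singlicate testing.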
NR2E3 ag-2 – human photoreceptor-specific nuclear receptor agonism; 360,000 tested, 0.35% active; CHO-S Gal4-NCOR/VP16-NR2E3 two-hybrid, luciferase; inhibition of corepressor binding, % at 3.98 µM; AID 602229; Q9Y5X4;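 active means inhibition above the mean of all tested compounds plus 3 SD, cut at about 70% in these data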;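 further: 0% = DMSO with NR2E3 transfected cells and 100% = cells lacking NR2E3 construct; higher means lower luciferase signal from less NR2E3 corepressor binding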
KKLEB cytotox – counter-screen for CF NF-kB inhibitors: cytotoxicity. KKLEB CF airway cells viability, ATPlite luminescence, overnight; stronger effect = lower value; cells stimulated with P. aeruginosa culture filtrate. activity change (cytotoxicity), % at 5 µM. 360,000 tested, 0.36% active. AID 602141;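 active means corrected activity change at or below -50% at 5 µM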
The depositor's hits bear a star; . = not tested or not shown.

SMILES	TWEAK Fn14 block	TRPM1 prom inh	HIF-2a inh	Shn3 inh set2	CF NFkB inh	hiPSC survival	Peg3 prom inh	aDG glyco act	NR2E3 ag-1	NR2E3 ag-2	KKLEB cytotox
O=C(CCCc1ccccc1)NC1CC1	-13	-6	-28	-12	-2	-1.2	-18	-0.3	-1	-28	-4
O=C(/C=C/c1ccccc1[N+](=O)[O-])NCCCN1CCCC1=O	-9	-2	-46	12	-27	-0.2	-17	-0.1	0	-9	-4
CC1(C(=O)NS(=O)(=O)c2cccc(Cl)c2)CCN1C(=O)CCc1ccc(Cl)cc1Cl (stereo not drawn)	-8	.	15	2	-9	-0.9	23	0.8	.	28	0
CCOc1ccc(C2C(C(=O)c3ccc(C)o3)=C(O)C(=O)N2CCN2CCOCC2)cc1OC (stereo not drawn)	5	6	14	0	7	-0.2	-5	0.0	2	-8	-3
CCC(=O)NCC(c1cccs1)N1CCOCC1 (stereo not drawn)	-6	6	20	-12	3	0.7	-5	-0.3	-3	-6	-7
COc1ccc(OC)c(S(=O)(=O)N2CCC(C(=O)NCCc3ccc(OC)c(OC)c3)CC2)c1	9	-1	2	6	5	5.4	9	-0.2	2	0	1
O=C1CCCN2N=C(SCC(=O)Nc3cccc(Cl)c3)SC2=N1	16	9	-9	59	-10	0.0	7	0.4	0	-2	-1
O=C(NCc1ccncc1)c1cccc(S(=O)(=O)NCc2ccccc2)c1	8	-3	13	15	-7	0.3	14	0.1	1	-25	1
O=C1NC(=O)C2(CCC(C3CCCCC3)CC2)N1 (stereo not drawn)	-32	8	12	17	-15	1.1	19	0.3	.	-38	11
Cc1oc(C(C)(C)C)cc1C(=O)Nc1cccc(/C=C/C(=O)O)c1	5	5	-21	-10	-16	2.2	-22	0.1	-1	-20	1
O=C(NCCc1nc2ccccc2[nH]1)c1ccco1	6	0	9	-31	20	1.4	14	0.0	-2	6	-7
Cc1c(C(=O)NCCSCc2ccccc2Cl)cccc1[N+](=O)[O-]	2	-3	15	8	10	0.8	15	0.0	5	-13	-4
COc1ccc(NC(=O)CN(C)C(=O)C2=COCCO2)cc1	7	7	8	-19	1	1.3	13	0.1	4	0	19
O=C(/C=C/c1ccc(Cl)cc1)NCCCn1ccnc1	7	-6	-25	-27	-11	0.6	-21	-0.1	-4	2	2
C[C@H](CO)N1C[C@H](C)[C@@H](CN(C)S(=O)(=O)c2cn(C)cn2)Oc2ccc(NC(=O)C3CC3)cc2C1=O	-1	11	15	-11	-9	2.3	2	0.2	.	-22	-11
COCCCNC(=O)C1CC(=O)N(CCc2ccc(OC)c(OC)c2)C1 (stereo not drawn)	21	7	10	-3	15	-1.2	-5	-0.1	2	-15	-23
NS(=O)(=O)c1ccc(NC(=O)Nc2ccccc2)cc1	4	-16	-38	-17	6	0.2	-1	0.1	0	-14	-6
CN(Cc1cccs1)C(=O)C1CC(=O)N(Cc2ccccc2)C1 (stereo not drawn)	1	1	-7	5	-28	-0.4	8	-0.2	0	30	14
O=C(NCC1CCCO1)C1CCCN(S(=O)(=O)c2cc(Cl)ccc2Cl)C1 (stereo not drawn)	-26	-2	15	-3	-10	0.3	17	0.1	0	-18	24
O=C1CC(/C=C/c2ccco2)=Nc2ccccc2N1	7	8	-5	-12	-9	-0.3	-7	0.0	1	-23	8
COCc1nnc(N)s1	12	9	17	0	3	9.5	10	-0.2	0	-1	0
CCN1C(=O)N[C@@H](c2cccc(C(F)(F)F)c2)[C@H](C(=O)OC)[C@H]1C	-5	-15	10	-17	16	-0.3	4	-0.1	-1	-4	-10
COc1ccc(CCNC(=O)CSc2ccc(-c3ccccc3)nn2)cc1OC	17	-3	5	1	-8	1.9	-7	0.0	0	3	16
N#Cc1ccccc1CN1C(=O)NC(Cc2c[nH]c3ccccc23)C1=O (stereo not drawn)	-29	-1	11	1	-3	-1.0	-6	-0.2	-7	9	-10
O=C(Nc1ccc(Cl)c(C(F)(F)F)c1)c1ccco1	0	-38	-170	-20	2	2.5	-104	0.2	-3	-12	-8
COc1ccc(S(=O)(=O)N2CCOC2CNC(=O)C(=O)NCc2ccccc2Cl)cc1 (stereo not drawn)	1	0	7	25	-7	-0.2	14	0.4	3	2	4
CCc1ccc(C(C(=O)NCc2ccc(F)cc2)N(C(=O)c2csnn2)C2CC2)cc1 (stereo not drawn)	7	6	8	4	-5	1.1	8	0.3	0	-10	3
Cc1ccc(S(=O)(=O)NN=C2CC(C)(C)OC2(C)C)cc1	1	.	6	-5	-19	0.2	-6	-0.1	.	2	19
Cc1ccnc(Nc2nc(-c3ccc(O)cc3O)cs2)c1	-20	-56	-249	-56	-12	0.3	-211	0.1	2	-49	25
O=C(NCc1ccccc1)C(c1ccc(O)cc1)N(C(=O)c1cnccn1)c1ccccc1 (stereo not drawn)	25	5	11	-2	6	-0.2	30	-0.2	1	-5	-4
COc1cc(CCC(=O)OCC(=O)N2CCc3ccccc32)cc(OC)c1OC	-1	-5	-3	8	0	0.8	-1	-0.2	3	-17	0
O=C(Nc1cccc(O)c1)c1ccc(S(=O)(=O)N2CCCCCC2)cc1	-14	-25	-53	13	-4	-0.1	-84	0.0	.	-24	-13
COc1cccc(OC)c1C(=O)OCC(=O)NCCNC(=O)COC(=O)c1c(OC)cccc1OC	-7	.	12	-3	13	-0.1	5	-0.4	.	6	-12
CCOC(=O)C(=CNc1nc2ccc(C(=O)OCC)cc2s1)C(=O)OCC	-48	.	15	-15	0	-0.1	-8	-0.1	5	-10	2
O=[N+]([O-])c1ccc(N=Nc2ccc(O)c3ccccc23)cc1	69*	-4	-121	10	44	-1.9	-113	-0.5	.	-26	-14
O=C(CCC(=O)N(CC(=O)NC1CCCCC1)Cc1ccccc1)Nc1nccs1	-24	.	6	-13	-17	-0.6	0	0.1	-1	-3	2
CS(=O)c1ccccc1O (stereo not drawn)	-20	-3	7	-3	4	-1.4	10	-0.2	-1	-16	6
Cc1ccsc1C(=O)OCC(=O)N1CC(=O)Nc2ccccc21	-13	-4	-48	-5	13	3.0	-2	-0.3	-1	-16	-1
CC1(C(=O)NS(=O)(=O)c2cccc(Cl)c2)CCN1C(=O)Cc1ccsc1 (stereo not drawn)	-12	.	8	1	13	2.8	0	-0.1	.	-7	-5
COc1cc(OC)cc(OCC(O)Cn2ccnc2)c1 (stereo not drawn)	1	7	4	9	-22	0.4	23	-0.1	1	-6	11
CCOC(=O)c1c(CSCc2ccccc2)oc2ccc(O)c(CN(C)C)c12	3	11	9	85	-2	-0.8	47	1.4	2	9	-11
O=C1c2ccccc2C(=O)N1CCOc1ccccc1Br	-54	-34	-229	-35	-4	0.3	-154	-0.1	0	-62	-14
O=C(c1cn(-c2ccc(Cl)c(Cl)c2)nn1)C1CC1	-6	11	-109	-17	-10	-0.7	-104	0.1	2	-22	9
CCCn1c(N2CCN(C(=O)/C=C/C(=O)O)CC2)nc2ccccc21	-4	4	21	-9	-12	-0.3	11	-0.1	0	-7	-10
CCc1nnc(NC(=O)C2CCCN(S(=O)(=O)c3ccc(OC)cc3)C2)s1 (stereo not drawn)	1	2	16	1	-3	0.2	12	-0.1	-1	-6	-2
CC(C)(C)c1ccc(S(=O)(=O)N2CCc3nc4ccccc4c(C(=O)O)c3C2)cc1	11	-6	10	-22	-15	0.8	17	-0.2	4	-37	10
COc1ccc(C(O)c2nc(-c3cc(F)cc(Cl)c3)cs2)cc1 (stereo not drawn)	-6	.	-32	-48	-8	-0.2	-10	0.2	.	5	5
Cc1csc(NC(=O)NC2(C(F)(F)F)Oc3ccccc3O2)n1	-14	-4	8	18	13	-3.5	1	0.3	1	-32	-3
O=C(CN1CCc2ccccc2C1)N1CCN(S(=O)(=O)c2ccccc2)CC1	12	7	-4	-12	-3	-0.9	14	1.3	-3	-4	4
O=C(Cn1nnc(-c2ccccc2-n2cnnn2)n1)N1CCCCC1	-11	11	-3	-33	4	4.9	-5	0.8	3	15	-3

The listing continues.
SMILES	TWEAK Fn14 block	TRPM1 prom inh	HIF-2a inh	Shn3 inh set2	CF NFkB inh	hiPSC survival	Peg3 prom inh	aDG glyco act	NR2E3 ag-1	NR2E3 ag-2	KKLEB cytotox
COc1cc(C)c2c(c1OC)C(=O)CC2	1	6	6	5	-4	-1.6	-5	0.3	.	-7	10
O=C(c1cc([N+](=O)[O-])ccc1N1CCOCC1)N1CCOCC1	-7	10	7	2	5	2.0	8	0.7	-2	26	1
COc1ccc(NC(=O)c2ccc(-n3cnnn3)cc2)c([N+](=O)[O-])c1	11	3	1	-8	-9	-0.4	-15	0.0	5	-16	13
CCC(=NCCc1ccc(OC)c(OC)c1)c1ccccc1O	3	-2	23	-2	-2	-0.6	0	0.0	-2	15	-5
Cc1cc2cc(CN(CCN(C)C)C(=S)NCc3ccco3)c(=O)[nH]c2cc1C	-13	-1	9	-8	14	0.8	13	0.5	4	-2	-4
NC(=O)[C@H]1CC2(CC(c3cccc(NC(=O)[C@H]4CCC(=O)N4)c3)=NO2)CN1C(=O)c1ccccc1 (stereo partly drawn)	-6	3	6	-28	-9	-0.4	-10	-0.3	4	-3	-2
C[C@H](NC(=O)c1nc[nH]c1C(=O)N[C@@H](C)C(=O)OCc1ccccc1)C(=O)OCc1ccccc1	-30	-23	6	5	18	-2.3	8	0.3	-1	-11	8
Cc1cc(NS(=O)(=O)c2ccc(NC(=O)COc3ccccc3C(C)C)cc2)no1	-31	.	19	-9	-11	0.0	17	0.2	0	12	-8
COc1cccc(-n2c(N)cc(=O)nc2SCC(=O)Nc2cc(C)on2)c1	-15	-2	10	-19	12	0.3	-3	-0.2	1	-26	4
CC(C)C[C@H](NC(=O)c1nc[nH]c1C(=O)NCCCCCN)C(=O)OCc1ccccc1	7	9	6	-17	4	6.5	-4	-0.4	.	0	3
O=C(CN1CCN(S(=O)(=O)c2ccc(Cl)c(C(F)(F)F)c2)CC1)NC(=O)NC1CCCCC1	1	4	14	7	-20	-0.3	39	-0.1	.	1	-5
COc1ccc(N2C(=O)C(Cc3ccccc3)NC2=S)cc1 (stereo not drawn)	-4	4	-37	-7	-22	1.6	1	0.0	0	4	-15
Cc1ccc(OCc2cc(C(=O)NCc3cn4ccccc4n3)no2)cc1C	-3	-5	-51	2	-3	-0.4	-17	0.6	-3	-5	-14

Screening data from PubChem BioAssay.
